CHO-K1 Ca antag – nonselective inhibitor or artifact in parental CHO-K1 cells; ATP-induced calcium, Fluo-8 fluorescence; inhibition, % at 3 µM; 0.6% of 360,000 active;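 active = inhibition above a per-plate cutoff, the plate's mean sample inhibition plus 3 SD, cut at about 24% in these data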;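 note: 0% = DMSO plus EC80 ATP and 100% = DMSO alone without ATP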
TAAR1 antagonist – human TAAR1 antagonists, primary screen, Fluo-8 calcium fluorescence, CHO RD-HGA16 cells. Trace amine-associated receptor 1 (Homo sapiens), Q96RJ0. antagonist. inhibition, % at 3 µM. 1.5% of 360,000 active;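 active = inhibition above a per-plate cutoff, the mean inhibition of test compounds on that plate plus 3 SD, cut at about 49% in these data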;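 note: 0% = DMSO plus EC80 beta-PEA response and 100% = DMSO alone without agonist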
Target sequence (Q96RJ0 whole entry, looked up): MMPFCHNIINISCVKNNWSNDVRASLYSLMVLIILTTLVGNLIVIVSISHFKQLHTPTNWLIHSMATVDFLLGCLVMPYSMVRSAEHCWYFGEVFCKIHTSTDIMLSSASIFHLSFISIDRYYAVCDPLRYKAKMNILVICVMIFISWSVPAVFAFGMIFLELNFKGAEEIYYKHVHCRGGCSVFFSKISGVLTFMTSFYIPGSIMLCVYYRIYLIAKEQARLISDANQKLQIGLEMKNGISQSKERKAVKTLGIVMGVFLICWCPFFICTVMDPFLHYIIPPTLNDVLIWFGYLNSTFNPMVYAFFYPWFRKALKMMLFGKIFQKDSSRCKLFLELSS
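Test system: RD-HGA16 CHO cells with stable hTAAR1 and Gα16 / Probe or stimulus: EC80 β-phenethylamine stimulus / Times: seeding 17-24 h prior, 75-min 37 °C, 30-min RT dye loading / Detection: Fluo-8 calcium-sensitive fluorescence / Read-out basis: % inhibition scaled between DMSO and EC80 PEA controls / Repeats: singlicate, one well per test compound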
M1 ag parental – counter-screen for M1 agonists: effect in parental CHO-K1 cells. Fluo-8 calcium fluorescence; scaled to maximal ATP response, vehicle zero. activation, % at 3 µM. 0.48% of 360,000 active. AID 602248, 2012; in the data active = activation above about 15%;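 note: untransfected CHO-K1 host cells lacking M1 receptor as counterscreen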
V1R ag counter – agonists of human V1a receptor, primary screen, counter-screen for OXTR agonist project, fluorescence, CHO-V1R cells | Vasopressin V1a receptor (Homo sapiens), P37288 | activation, % at 3 µM | 0.25% of 320,000 active | Fluo-8 calcium fluorescence, agonist mode; 0% DMSO, 100% 3 nM vasopressin;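 active = activation above the mean activation of all tested compounds plus 3 SD, per screening run, cut at about 20% in these data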;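 note: signal is peak over basal fluorescence ratio across a 100 second FLIPR read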
Target sequence (P37288 whole entry, looked up): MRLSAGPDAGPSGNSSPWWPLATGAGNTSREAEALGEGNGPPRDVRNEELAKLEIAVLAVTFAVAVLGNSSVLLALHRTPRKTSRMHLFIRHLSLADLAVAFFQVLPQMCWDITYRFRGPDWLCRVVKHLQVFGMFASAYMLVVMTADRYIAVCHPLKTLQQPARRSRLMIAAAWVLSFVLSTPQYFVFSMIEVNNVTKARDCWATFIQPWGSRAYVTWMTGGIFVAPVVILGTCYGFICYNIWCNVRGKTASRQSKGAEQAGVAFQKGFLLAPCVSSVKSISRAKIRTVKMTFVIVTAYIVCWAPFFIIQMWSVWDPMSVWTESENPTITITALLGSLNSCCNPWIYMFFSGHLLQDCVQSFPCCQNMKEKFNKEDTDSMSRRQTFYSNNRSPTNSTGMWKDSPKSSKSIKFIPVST
M1 PAM parental – nonselective calcium activators in parental CHO-K1 cells, primary screen, counter-screen for M1 PAM project, cell-based, Fluo-8 calcium fluorescence, full deck, 1536-well. ATP EC20; 0% at ATP EC20, 100% at ATP max. activation, % at 3 µM. 0.02% of 360,000 active;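 active = activation above the run cutoff, the mean activation of all test compounds plus 3 SD, cut at about 40% in these data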;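 note: peak over basal fluorescence ratio in a 140 s read after ATP addition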
OXTR agonist – human OXTR agonists, primary screen, fluorescence, CHO-OTR cells, Fluo-8 calcium | Fluo-8 calcium fluorescence; normalized: DMSO 0%, oxytocin 100% | activation, % at 3 µM | 0.32% of 320,000 active;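 active = activation above the mean of all tested compounds plus 3 SD, cutoff set per screening run, cut at about 20% in these data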;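 note: peak over basal fluorescence ratio from a 100 s FLIPR kinetic read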
GPR7 antagonist – GPR7 receptor antagonists, primary screen, cell-based, fluorescence, single concentration; GPR7-expressing cells, fluorescence antagonist assay; inhibition, % at 4.4 µM; 1.1% of 290,000 active; AID 1861, 2009; in the data active = inhibition above about 16%, passing the limit was not always enough;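 note: cells stimulated with the agonist NPW; 0% = agonist with vehicle and 100% = vehicle without agonist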
Target sequence (P48145 whole entry, looked up): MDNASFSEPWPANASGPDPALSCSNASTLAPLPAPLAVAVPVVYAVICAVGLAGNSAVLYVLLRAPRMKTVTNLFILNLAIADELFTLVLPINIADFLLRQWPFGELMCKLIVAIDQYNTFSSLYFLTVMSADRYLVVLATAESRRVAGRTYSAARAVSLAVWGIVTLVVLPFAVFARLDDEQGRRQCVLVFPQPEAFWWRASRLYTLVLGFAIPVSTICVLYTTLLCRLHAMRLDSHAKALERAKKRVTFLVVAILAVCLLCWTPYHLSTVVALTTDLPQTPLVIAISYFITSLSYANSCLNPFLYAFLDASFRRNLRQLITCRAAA
OXTR potentiate – human OXTR potentiators, primary screen, fluorescence, CHO-OTR cells, Fluo-8 calcium. Oxytocin receptor (Homo sapiens), P30559. Fluo-8 calcium fluorescence, potentiator mode; 0% = oxytocin EC15, 100% = EC100. activation, % at 3 µM. 0.061% of 320,000 active;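 active = activation above that plate's cutoff, the mean activation of tested compounds plus 3 SD, cut at about 6.6% in these data, passing the limit was not always enough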;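 note: 100% uses oxytocin at 75 nM as the full agonist control; some results filed as inactive read as strong as hits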
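Material: human OTR in CHO cells. Compound: 3.0 µM, one dose. Timing: compound 6 min at room temperature before oxytocin, 100 s read. Evaluation: % activation of max/min ratio relative to oxytocin controls. Replication: single well per compound, singlicate. Signal: Fluo-8 calcium dye fluorescence.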
CHO parental Ca – ATP-evoked calcium signal inhibitors, parental CHO, primary screen, counter-screen for OX1R antagonist project, cell-based, fluorescence, Fluo-8 calcium dye. parental CHO-K1, ATP-induced calcium, Fluo-8 fluorescence. inhibition, % at 5.6 µM. 0.63% of 330,000 active;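 active = inhibition above that plate's mean sample inhibition plus 3 SD, cut at about 26% in these data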;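 note: 0% = ATP-challenged DMSO wells and 100% = DMSO wells without ATP; some compounds past the cut are filed as inactive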
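Test system: untransfected parental CHO cell line. Compound: one dose, 5.6 µM nominal. Detection: intracellular calcium via Fluo-8 no-wash fluorescent dye. Measure: % inhibition. Benchmarks: ATP-challenged DMSO wells low, unchallenged DMSO wells high.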
* marks the source's active call; other numbers are inactive results; . = no result given. Hits appear at their usual frequency; 3.5% or so of the library scored in one or more.

SMILES	CHO-K1 Ca antag	TAAR1 antagonist	M1 ag parental	V1R ag counter	M1 PAM parental	OXTR agonist	GPR7 antagonist	OXTR potentiate	CHO parental Ca
CCCc1cc(=O)oc2c(C)c(OCC(=O)N3C[C@H]4C[C@@H](C3)c3cccc(=O)n3C4)ccc12	3	-23	1.4	-0.3	13	-1.3	-2	0	-20
CC(=O)Nc1ccc(-c2cc3ccccc3o2)cc1	-9	33	0.4	0.3	13	1.3	20*	-3	7
Cc1cc(=O)oc(C)c1C(=O)Nc1cccc(F)c1	7	-11	-0.1	0.8	-11	1.8	-14	-3	-7
CCOC(=O)C1CCCN(Cc2cc(OC)c(O)c(OC)c2)C1 (stereo not drawn)	-1	13	-0.1	2.1	2	0.5	1	-1	1
c1ccc2c(Nc3nc(N4CCOCC4)c4ccccc4n3)cccc2c1	0	9	2.2	-1.3	3	-2.1	17	-13	-19
CCOC(=O)C(NC(C)=O)(Nc1ccc(S(=O)(=O)Nc2nccs2)cc1)C(F)(F)F (stereo not drawn)	-5	12	-0.1	0.9	12	0.1	-10	-4	5
c1ccc2c(OCCCCN3CCOCC3)cccc2c1	-7	10	1.3	3.0	16	2.0	-3	1	-10
CCCCCCCCCCCCN1[C@@H](CC(=O)OC)c2cc(F)cc(F)c2S1(=O)=O	0	-8	-0.5	2.4	-5	2.3	.	2	-13
O=[N+]([O-])c1cccnc1Sc1n[nH]c(-c2ccc(Cl)cc2)n1	4	-8	-0.1	0.5	-3	0.0	-11	-4	-11
O=c1nc(NCc2ccccc2Cl)cn[nH]1	0	-5	-0.3	-0.9	-13	0.3	-7	1	-7
CC1CN(CCN2CC(C)N(C=O)CC2C)C(C)CN1C=O (stereo not drawn)	-10	-23	3.3	.	14	.	.	.	.
CN(C(=O)COC(=O)c1ccc2c(c1)OCCO2)C1CCCCC1	2	-20	1.6	.	-6	.	.	.	.
COc1ccc(CNC(=O)CC2(CC(=O)O)CCCCC2)cc1	-8	-9	0.8	0.7	-8	0.1	-11	-15	-5
CCCCCCCCCn1ccc(=N)cc1	-1	-21	1.2	-0.4	5	0.1	19	-4	30
CCC(=O)Nc1cccc(C(=O)/C=C/c2cccs2)c1	-5	42	1.2	0.9	4	0.3	-5	-3	-18

A different layout for part of the listing above:
molecule,CHO-K1 Ca antag,TAAR1 antagonist,M1 ag parental,V1R ag counter,M1 PAM parental,OXTR agonist,GPR7 antagonist,OXTR potentiate,CHO parental Ca
CCOC(=O)C(NC(C)=O)(Nc1ccc(S(=O)(=O)Nc2nccs2)cc1)C(F)(F)F (stereo not drawn),-5,12,-0.1,0.9,12,0.1,-10,-4,5
c1ccc2c(OCCCCN3CCOCC3)cccc2c1,-7,10,1.3,3.0,16,2.0,-3,1,-10
CCCCCCCCCCCCN1[C@@H](CC(=O)OC)c2cc(F)cc(F)c2S1(=O)=O,0,-8,-0.5,2.4,-5,2.3,.,2,-13

The list goes on:
SMILES	CHO-K1 Ca antag	TAAR1 antagonist	M1 ag parental	V1R ag counter	M1 PAM parental	OXTR agonist	GPR7 antagonist	OXTR potentiate	CHO parental Ca
Cc1ccc(CSc2nnc3nc(C)cc(C)n23)cc1	-9	-2	0.5	-0.6	14	-0.2	1	-9	-7
Cc1ccccc1-n1nnnc1SCC(C)C	-5	-6	-0.3	-0.9	11	-2.8	-16	-2	-13
N#Cc1c2n(c3c(=S)nc[nH]c13)CCCCC2	-11	-13	0.7	-0.3	12	0.1	-14	4	-15
COc1ccc(CN2C(=O)CN(C3CCCCCC3)C(=O)C2c2ccc(F)cc2)cc1 (stereo not drawn)	10	-2	-0.3	-0.1	4	-1.2	7	-9	-15
COc1ccccc1NC(=O)N(Cc1ccccc1)C1=NCC(C)S1 (stereo not drawn)	-10	-8	0.8	0.3	18	0.0	3	-7	-8
COc1cccc(/C=N/NC(=O)CNC(=O)C2COc3ccccc3O2)c1O (stereo not drawn)	0	12	1.4	.	13	.	-2	.	.
CS(=O)(=O)n1nc(-c2ccc(Cl)cc2)nc1SCc1ccccc1	-19	13	0.3	0.2	-7	0.6	10	0	-18
O=C(c1cc(C(=O)N2CCN(c3ccc(F)cc3)CC2)cc([N+](=O)[O-])c1)N1CCN(c2ccc(F)cc2)CC1	9	16	4.8	6.3	2	0.2	9	-12	5
Cn1c(=O)c2c(nc(N/N=C/c3cccnc3)n2Cc2ccc(F)cc2)n(C)c1=O	-21	-38	2.4	-0.1	18	-3.0	-6	1	-13
Cc1cc2nc(CCN(C(=S)NCC(C)C)C3CCCC3)[nH]c2cc1C	-22	-14	3.4	0.6	7	-2.1	12	3	-28
Cc1noc(NS(=O)(=O)c2ccc(N/C=C\C(=O)c3ccc(Br)cc3)cc2)c1C	-10	5	0.1	-0.2	27	-0.3	-4	-7	-17
N#Cc1c(-c2ccc(Br)cc2)nc2n(c1=O)CCCS2	3	5	0.2	1.0	1	0.1	4	-1	-13
CC(C)CN(C(=O)c1ccc(=O)n(C)n1)c1nc2ccccc2s1	24*	-3	-0.3	-0.8	-7	-2.2	-3	-9	-14
COc1cc(NC(=S)N2CCOCC2)c(OC)cc1Cl	-7	-2	0.4	0.3	3	-0.3	-1	-8	-32
Cc1ccc(C(=O)NCC(=O)Nc2ccc3c(c2)CCC3)cc1C	6	-12	0.5	.	5	.	.	.	.
CCOc1ccc(COC(=O)C2CC(=O)N(CCc3ccccc3)C2)cc1OC (stereo not drawn)	-15	-10	1.2	0.4	11	-0.2	.	-8	-19
Cc1ccc(S(=O)(=O)N2[C@@H](c3ccccc3)C(C(=O)O)=CC[C@H]2c2ccc(C(C)C)cc2)cc1	-11	1	-0.2	1.3	7	0.0	.	-18	-18
COC(=O)c1cc(NC(=O)Nc2cc(OC)ccc2OC)cc(C(=O)OC)c1	-19	-1	1.6	0.2	18	2.1	-17	-2	-1
CCOc1ccc(CN(C(=O)c2cc3ccccc3oc2=O)C2CCS(=O)(=O)C2)cc1 (stereo not drawn)	-9	-19	1.2	-0.9	6	-1.2	10	-11	-13
O=C(Nc1ccccc1)C1(c2ccccc2)CC1(Cl)Cl (stereo not drawn)	-10	-6	1.2	5.0	0	-1.5	-26	-13	-20
O=c1cc(-c2ccccc2)nc2cc(-c3ccc(Br)cc3)[nH]n12	-4	9	-0.4	-0.3	3	0.8	14	-5	-4
CCn1c(CNC(=O)c2ccco2)nnc1SCC(=O)Nc1cc(C)c(C)cc1Br	-8	-7	1.0	-0.2	19	-0.1	-1	1	-11
CC(NC(=O)C1CCN(S(=O)(=O)c2cc([N+](=O)[O-])ccc2Cl)CC1)c1ccccc1 (stereo not drawn)	5	18	1.8	4.7	21	2.0	-2	-17	-7
Cc1cc(NC(=O)c2ccc(C#N)cc2)n(-c2ccccc2)n1	1	8	0.7	0.5	-17	1.1	.	0	-4
CCCOc1ccc(F)cc1-c1cc(C(=O)Nc2ccc(OC)cc2C)[nH]n1	-4	43	-0.3	.	18	.	.	.	.
COc1cc(/C=C/C(=O)c2ccc(Cl)s2)cc(OC)c1O	-6	.	2.0	1.9	9	1.2	-7	-13	-20
Cc1ccc(NC(=O)C2=NNC(=O)CC2)cc1F	-5	-13	1.9	0.7	17	-0.5	-1	-10	-9
Cc1ccc2cc(C)c(NCCO)nc2c1	-10	5	0.3	0.8	12	-0.2	-6	-1	-2
Cc1ccc(CNC(=O)c2ccc(N3CCC4(CC3)CC(c3ccccc3)=NO4)c(NC(=O)c3ccc(Br)cc3)c2)cc1	-7	1	0.8	0.5	0	-0.3	-11	-11	-16
COc1ccc(-n2c(C)cc(/C=C3\C(=O)NN(c4ccccc4)C3=O)c2C)cc1	12	15	0.6	1.3	-8	0.0	-4	-9	-21
Cn1c(=O)c2c(ncn2CCC(=O)N/N=C/c2ccncc2)n(C)c1=O	6	-26	0.2	0.9	0	-0.9	-15	-7	-5
COc1cccc(C2C(C(=O)c3cc4ccccc4o3)=C(O)C(=O)N2c2cc(C)on2)c1OC (stereo not drawn)	1	11	0.1	-0.2	20	-1.0	8	-12	5
Cc1cccc2cc(CN(Cc3nnnn3Cc3ccccc3)C3CCCC3)c(=O)[nH]c12	-12	2	2.8	1.1	1	-1.6	-7	-7	-12
CCOC(=O)N1CCN(CC(O)COc2ccc(C)c(C)c2)CC1 (stereo not drawn)	1	-11	0.4	1.3	13	2.9	-18	2	-16
COCCCNC(=S)N/N=C/c1ccc2ccccc2c1	-9	2	1.9	-1.0	-29	-3.9	-12	-10	-26
CSc1nnc(-c2cc3c(-c4ccccc4)nn(C)c3s2)n1C	-3	12	0.7	-0.1	-4	-0.8	-8	-12	-16
Cc1cc(C)c(C(=O)COC(=O)[C@H](C)Nc2ccc(C(F)(F)F)cc2[N+](=O)[O-])c(C)c1	-2	-1	-0.1	-0.4	5	0.4	-10	-7	-6
COc1ccc(NC(=O)NCCCN2CCN(c3ccccc3F)CC2)cc1	-7	-26	0.5	0.8	7	0.4	-4	0	-20
NC(=O)N/N=C/c1ccc2cccc(OCc3ccccc3)c2n1	-5	7	2.4	0.7	15	-0.6	-8	-4	-14
COc1cc2c(cc1OC)CN(S(=O)(=O)/C=C/c1ccccc1)CC2	-15	-9	2.9	1.0	11	1.3	3	-13	-15
C/C(=N\NC(N)=S)C1C2C3CC4C5CC(C42)C1C53 (stereo not drawn)	-10	15	0.5	-0.3	4	-0.8	-10	-4	-17
COc1ccc2nc3n(c(=O)c2c1)-c1cc2ccccc2cc1C(=O)NC3Cc1ccccc1 (stereo not drawn)	6	10	1.6	.	3	.	.	.	.
Cc1cccc(C(C)C)c1NC(=O)COC(=O)Cc1ccsc1	-3	-4	0.7	-0.1	14	-1.9	9	-7	-1
O=C(O)c1ccc(C2Nc3ccccc3C(=O)N2Cc2ccccc2)cc1 (stereo not drawn)	4	-2	0.3	0.1	1	-2.4	-6	-16	4
CCOC(=O)[C@@H](NC(=O)/C=C/[C@H]1O[C@@H](n2ccc(=O)[nH]c2=O)[C@H](O)[C@@H]1O)C(C)C	-3	-2	0.4	.	2	.	.	.	.
CCc1ccccc1Oc1ccc(S(=O)(=O)N2CCN(C)CC2)cn1	0	-10	0.9	-1.1	1	-0.9	.	-6	-20
Cc1nc(NC(=O)CCl)sc1C(=O)N(C)C	-10	1	0.2	-0.5	6	0.7	-5	-9	-7
COCCNC(=O)CN1C(=O)NC2(CCCc3cc(OC)ccc32)C1=O (stereo not drawn)	-11	4	1.1	0.0	11	0.4	-14	-2	5
CC1(CCc2ccccc2)NC(=S)N(c2ccc(Cl)cc2)N1 (stereo not drawn)	1	-14	-0.5	0.2	12	-1.3	-11	-3	-12

From PubChem BioAssay
